Mtb RmlCD inh = M. tuberculosis RmlC/RmlD coupled enzyme inhibitors, primary screen, biochemical, compound mixtures, 384-well, from 1536-well plates; dTDP-4-dehydrorhamnose reductase (Mycobacterium tuberculosis (strain ATCC 25618 / H37Rv)) …; RmlC+RmlD coupled enzyme assay, percent inhibition; primary screen in compound mixtures; inhibition, % at 3.6 µM; 160,000 tested, 0.03% active; in the data active means inhibition mostly above about 34%, no sharp cut-off; inconclusive means no clear call, values can overlap the other calls; inactive means mostly below about 22%; further: some results filed as inactive read as strong as hits
Target sequence (P9WH09 whole entry, looked up): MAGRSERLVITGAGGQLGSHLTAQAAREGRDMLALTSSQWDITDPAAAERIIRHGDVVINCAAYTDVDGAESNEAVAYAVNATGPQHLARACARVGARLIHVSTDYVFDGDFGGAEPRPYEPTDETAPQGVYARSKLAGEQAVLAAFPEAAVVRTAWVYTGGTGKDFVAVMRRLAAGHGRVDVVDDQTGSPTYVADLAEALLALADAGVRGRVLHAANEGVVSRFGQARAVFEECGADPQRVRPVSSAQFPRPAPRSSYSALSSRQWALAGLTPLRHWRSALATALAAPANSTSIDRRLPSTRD
Target sequence (P9WH11 whole entry, looked up): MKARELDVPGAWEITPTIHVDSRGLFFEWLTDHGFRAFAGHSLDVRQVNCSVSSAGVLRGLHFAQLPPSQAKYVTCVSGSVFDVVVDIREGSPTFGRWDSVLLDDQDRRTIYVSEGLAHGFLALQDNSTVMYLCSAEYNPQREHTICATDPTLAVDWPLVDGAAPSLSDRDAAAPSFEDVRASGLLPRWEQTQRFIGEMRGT
GlmU inhibition = inhibition of mycobacterial GlmU enzyme – biochemical, glucosamine-1-phosphate acetyltransferase (AID 1376); Bifunctional protein GlmU (Mycobacterium tuberculosis (strain ATCC 25618 / H37Rv)); M. tuberculosis GlmU acetyltransferase enzyme assay; higher % means a stronger effect; inhibition, %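 (tested at 30 µM in the primary screen)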; hits with a dose series show IC50 in µM; 220,000 tested, 0.25% active; in the data active means inhibition above about 13%; inconclusive means no clear call, values can overlap the other calls;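 further: 0% = complete reaction with vehicle and 100% = reaction without substrate; strong numbers were not always called active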
An asterisk follows results filed as active. Not all compounds are listed. The share of hits here may be higher or lower than overall.

COC(=O)c1cc2c(C)[nH]c(C)c2cc(C(=O)OC)c1=O was read as Mtb RmlCD inh 11 and GlmU inhibition -0.5%.
`Cn1cc(Br)c(C(=O)N/N=C/c2cccc(OC3CSC3)c2)n1` gave Mtb RmlCD inh -13 and GlmU inhibition 3.2%.
`CCOc1ccccc1N1CCN(S(=O)(=O)c2cc(C)ccc2OC)CC1` gave Mtb RmlCD inh -9 and GlmU inhibition 6.7%.
Screening O=C(OCC(=O)c1ccc([N+](=O)[O-])cc1)/C(=C/c1ccc(Cl)cc1)NC(=O)c1ccccc1 returned Mtb RmlCD inh -4 and GlmU inhibition -4.1%.
For COc1cc(NC(=O)c2cccs2)cc(OC)c1 the results were Mtb RmlCD inh 21 and GlmU inhibition -5.3%.
`COc1ccc(CC(=O)N2CCN(S(=O)(=O)c3cccs3)CC2)cc1OC` gave Mtb RmlCD inh 2 and GlmU inhibition -1.7%.
Screening OCCSc1nc(-c2ccccc2)nc2ccc(F)cc12 returned Mtb RmlCD inh 5 and GlmU inhibition 1.2%.
For O=S(=O)(c1cnc[nH]1)N1CCN(c2ccc(Cl)cc2)CC1 the results were GlmU inhibition 1.3%.
For CC(C)OCC(O)CS(=O)Cc1ccccc1 (stereo not given) the results were GlmU inhibition 2.0%.
For COC(=O)CSc1nnc(-c2ccco2)o1 the results were Mtb RmlCD inh inconclusive and GlmU inhibition -4.1%.
Screening COc1ccc(C)cc1S(=O)(=O)Nc1ccccc1 returned Mtb RmlCD inh 103 and GlmU inhibition -4.7%.
Screening CCOc1ccc2[nH]c3c(N4CCN(c5ccccn5)CC4)ncnc3c2c1 returned GlmU inhibition 3.0%.
Screening N#C/C(=N\Nc1ccc(S(=O)(=O)N2CCc3ccccc32)cc1)C(N)=S returned Mtb RmlCD inh -16 and GlmU inhibition 5.1%.
For O=C(NCC1CCCO1)/C(=C\c1cccc([N+](=O)[O-])c1)NC(=O)c1ccccc1 (stereo not given) the results were Mtb RmlCD inh -7 and GlmU inhibition -3.2%.
`CCCCCCC(=O)Nc1c(O)c2ccccc2[nH]c1=O` gave Mtb RmlCD inh -10 and GlmU inhibition -0.8%.
COCCCNS(=O)(=O)c1ccc2c3c(cccc13)C(=O)S2 was read as Mtb RmlCD inh -5 and GlmU inhibition 0.5%.
O=C(C1CC1)N1CCN(c2nc3ccccc3s2)CC1 was read as Mtb RmlCD inh 5 and GlmU inhibition -4.1%.
Screening O=c1oc2ccccc2c(N2CCCCC2)c1[N+](=O)[O-] returned Mtb RmlCD inh 29 and GlmU inhibition 2.8%.
Cc1ccc(C(=O)OCC(=O)c2cc(C)n(CC3CCCO3)c2C)cc1 (stereo not given) was read as Mtb RmlCD inh -16 and GlmU inhibition 0.9%.
Cc1cc(NC(=O)C(C)Oc2ccc(Cl)cc2Cl)n(-c2ccccc2)n1 (stereo not given) was read as Mtb RmlCD inh 7 and GlmU inhibition -2.9%.
For Cc1cc(Br)cc(C)c1NC(=O)c1ccccc1[N+](=O)[O-] the results were Mtb RmlCD inh -10 and GlmU inhibition -4.8%.
CC1=C(C(=O)N2CCOCC2)C(c2cc(C)cs2)NC(=O)N1 (stereo not given) was read as Mtb RmlCD inh -7 and GlmU inhibition -6.7%.
CCOC(=O)C1=C(c2ccccc2)N=C2SCC(=O)N2C1c1ccc(OCC)c(OCC)c1 (stereo not given) was read as GlmU inhibition 5.8%.
`O=C(N(c1ccccc1)c1ccccc1)n1ccnc1` gave GlmU inhibition -2.1%.
Screening CC1=C(C(=O)Nc2ccc(C)cc2C)C(c2ccc(C)o2)NC(=O)N1 (stereo not given) returned Mtb RmlCD inh -8 and GlmU inhibition 0.7%.
For Cc1ccc(C2NC(C(=O)O)CS2)cc1 (stereo not given) the results were Mtb RmlCD inh -5 and GlmU inhibition -1.3%.
CC1=NC(C)(C)Cc2cc(C)c(C)cc21 was read as Mtb RmlCD inh 14 and GlmU inhibition -8.4%.
Cc1ccc(-c2nnc(N(C)C(=O)c3cccnc3)s2)cn1 was read as Mtb RmlCD inh 3 and GlmU inhibition 1.3%.
O=C(Nc1ccc(N2CCOCC2)c(Cl)c1)c1ccc(Cl)cc1 was read as Mtb RmlCD inh -9 and GlmU inhibition 1.8%.
Screening CC(C)NC(=O)COC(=O)c1cncc(Br)c1 returned Mtb RmlCD inh -1 and GlmU inhibition -1.1%.
CCCNC(=O)CCCCn1c(=S)[nH]c2c([nH]c3ccc(OC)cc32)c1=O was read as Mtb RmlCD inh -12 and GlmU inhibition 0.2%.
`C[C@]1(C(=O)NCc2cc(F)cc(C(F)(F)F)c2)C=C[C@@H](Cc2ccccc2)N1C(=O)c1ccccc1` gave GlmU inhibition -8.7%.
Screening CC(C)[C@@H](C(=O)N1CCNCC1)n1cc(CCO)nn1 returned GlmU inhibition -0.5%.
`COc1ccc(N(CC(=O)NCc2ccc(C)cc2)S(=O)(=O)c2c(C)nn(C)c2C)cc1` gave GlmU inhibition 0.3%.
`CCN(CC(=O)NCc1cccs1)S(=O)(=O)c1ccc(NC(C)=O)cc1` gave Mtb RmlCD inh 6 and GlmU inhibition -3.3%.
For CCN(CC)C(=O)/C(=C\c1ccncc1)NC(=O)c1ccccc1 the results were Mtb RmlCD inh 13 and GlmU inhibition 4.1%.
`COc1ccccc1C1CC(c2c(-c3ccccc3)c3cc(Cl)ccc3[nH]c2=O)=NN1S(C)(=O)=O` (stereo not given) gave GlmU inhibition 2.7%.
`COC(=O)c1cc2occc2n1CC(=O)Nc1ccc(OC)c(OC)c1` gave Mtb RmlCD inh 11 and GlmU inhibition 0.6%.
`CC1CCN(CC(=O)c2ccccc2Cl)CC1` gave Mtb RmlCD inh 15 and GlmU inhibition 1.4%.
O=C(OCCCCN1C(=O)c2ccccc2C1=O)c1ccc(Br)o1 was read as Mtb RmlCD inh -5 and GlmU inhibition 3.8%.
COC(=O)c1ccccc1NC(=O)Nc1cc(C)ccn1 was read as Mtb RmlCD inh 8 and GlmU inhibition -8.9%.
Cc1ccc(S(=O)(=O)NNC(=O)c2ccncc2)cc1 was read as Mtb RmlCD inh -14 and GlmU inhibition -0.3%.
Screening COc1ccc(NC(=O)COC(=O)c2ccc(OCc3ccc(Cl)cc3Cl)c(OC)c2)c(OC)c1 returned Mtb RmlCD inh -9 and GlmU inhibition -4.1%.
For CCN1CCN(C(=S)Nc2ccc(Cl)c(Cl)c2)CC1 the results were GlmU inhibition 3.0%.
Screening COC(=O)c1ccc(C(=O)OC)c(NS(=O)(=O)c2ccc(NC(C)=O)cc2)c1 returned Mtb RmlCD inh -2 and GlmU inhibition -5.7%.
For Cc1ccc(NC(=S)N2CCN(c3ncccn3)CC2)c(C)c1 the results were Mtb RmlCD inh 3 and GlmU inhibition 0.5%.
`c1ccc(-n2nnnc2NC2CCCCCC2)cc1` gave Mtb RmlCD inh -7 and GlmU inhibition 4.1%.
CS(=O)(=O)c1nc2ccccc2n1Cc1ccccc1 was read as Mtb RmlCD inh 11 and GlmU inhibition -4.0%.
For O=C1/C(=C/c2ccncc2)SC(=S)N1Cc1ccccc1 the results were Mtb RmlCD inh -10 and GlmU inhibition -1.6%.
For O=C(COC(=O)c1cncc(Br)c1)NC1CCCCC1 the results were Mtb RmlCD inh -7 and GlmU inhibition -2.6%.
For COc1ccc2sc3ccccc3c(=O)c2c1 the results were Mtb RmlCD inh -1 and GlmU inhibition 1.4%.
Cc1c(O)c2cccnc2[nH]c1=O was read as Mtb RmlCD inh -9 and GlmU inhibition 1.0%.
For O=C(Cn1ccccc1=O)c1ccc(Cl)cc1 the results were Mtb RmlCD inh -11 and GlmU inhibition -3.4%.
Screening O=C(OCC1OC2OC3(CCCCC3)OC2C2OC3(CCCCC3)OC12)c1ccccc1 (stereo not given) returned Mtb RmlCD inh -8 and GlmU inhibition 6.6%.
`Cc1cc(C)n2cc(CSc3nc4ccccc4[nH]3)nc2n1` gave Mtb RmlCD inh 12 and GlmU inhibition 2.4%.
`O=C(CNC(=O)c1cccs1)OCC(=O)c1ccc2ccccc2c1` gave Mtb RmlCD inh 16 and GlmU inhibition -2.2%.
O=C(CSc1n[nH]c(-c2cccnc2)n1)OC1CCCCC1 was read as Mtb RmlCD inh -11 and GlmU inhibition 1.3%.
Cn1c(O)c(C2=c3ccccc3=NC2=O)[nH]c1=S was read as Mtb RmlCD inh 8 and GlmU inhibition 4.5%.
For CCOC(=O)CSc1nc(C)c(CC)c(C)c1C(N)=O the results were Mtb RmlCD inh -9 and GlmU inhibition -1.6%.
Screening CCN1CCN(Cc2ccc(NC(=O)c3ccc(C)c(NC(=O)c4c[nH]c5cc(C(F)(F)F)ccc5c4=O)c3)cc2C(F)(F)F)CC1 returned GlmU inhibition -8.8%.

3 entries picked at random from the list so far:
Screening COC(=O)c1ccc(C(=O)OC)c(NS(=O)(=O)c2ccc(NC(C)=O)cc2)c1 returned Mtb RmlCD inh -2 and GlmU inhibition -5.7%.
`CC1CCN(CC(=O)c2ccccc2Cl)CC1` gave Mtb RmlCD inh 15 and GlmU inhibition 1.4%.
`COc1ccc(CC(=O)N2CCN(S(=O)(=O)c3cccs3)CC2)cc1OC` gave Mtb RmlCD inh 2 and GlmU inhibition -1.7%.

More compounds follow:
Screening CC1=NNC(=O)C1C(c1ccccc1)C1C(=O)NN=C1C (stereo not given) returned Mtb RmlCD inh -11 and GlmU inhibition 3.0%.
`S=c1[nH]nc(NCCCN2CCOCC2)s1` gave Mtb RmlCD inh -6 and GlmU inhibition -4.9%.
`CS(=O)(=O)Nc1ccc(C2=NN(S(C)(=O)=O)C(c3ccc4nccnc4c3)C2)cc1` (stereo not given) gave Mtb RmlCD inh 13 and GlmU inhibition -5.1%.
CC(C)c1csc(CN2CCC(N3CCC(C(=O)NCC4CCCO4)CC3)CC2)n1 (stereo not given) was read as GlmU inhibition -0.2%.
Screening O=C(Cc1ccccc1Cl)N1CCN(c2ncccn2)CC1 returned Mtb RmlCD inh 32 and GlmU inhibition 5.5%.
`C/C(=N\NC(N)=S)C1(C)CCCCC1` gave GlmU inhibition 2.7%.
For CCCS(=O)(=O)N1CCC(C(=O)N2CCc3ccccc3C2)CC1 the results were GlmU inhibition -6.3%.
For COc1ccc2cc(/C=N/NC(=O)CN(c3ccccc3)S(=O)(=O)c3ccccc3)c(Cl)nc2c1 the results were Mtb RmlCD inh -15 and GlmU inhibition 0.5%.
Cc1ccccc1CNC1CCCCC1 was read as Mtb RmlCD inh -10 and GlmU inhibition 12%.
`Cc1ccc(S(=O)(=O)Cc2cccc(C(=O)N3CCOCC3)c2)cc1` gave Mtb RmlCD inh 14 and GlmU inhibition -0.8%.
`Cc1cccnc1NC1OC(=O)c2ccccc21` (stereo not given) gave GlmU inhibition 1.1%.
Screening CCOCCCNC(=O)CCNC(=O)c1cc(OC)c(OC)c(OC)c1 returned Mtb RmlCD inh -15 and GlmU inhibition -1.8%.
`COc1ccc(C(=O)CC(=O)O)c2c1C=CC(C)(C)O2` gave GlmU inhibition -0.3%.
Screening O=[N+]([O-])c1ccc2c(c1)S(=O)c1ccccc1-2 (stereo not given) returned Mtb RmlCD inh 14 and GlmU inhibition 4.1%.
`COc1ccc(C/C(N)=N/OC(=O)Cc2ccccc2)cc1OC` gave Mtb RmlCD inh -8 and GlmU inhibition 8.3%.
For CN1CCN(S(=O)(=O)c2cccc(C(=O)Nc3nccs3)c2)CC1 the results were Mtb RmlCD inh 4 and GlmU inhibition 7.0%.
`COc1ccccc1C1=NOC(COC(=O)c2ccc3ccccc3n2)C1` (stereo not given) gave GlmU inhibition 0.9%.
`Cc1ccc(Oc2nc(CN3CCOCC3)nc3sc4c(c23)CCC(C)C4)cc1` (stereo not given) gave Mtb RmlCD inh 8 and GlmU inhibition -5.7%.
For COCCc1nnc(NC(=O)C(C)C)s1 the results were Mtb RmlCD inh -10 and GlmU inhibition -4.9%.
`O=C(NCc1ccccc1)C1=C[C@H](C2CC2)C[C@H](OCCCCO)O1` gave GlmU inhibition 1.9%.
For Cn1c(C(C(=O)NCC2CCCO2)N(C(=O)Cn2nnc3ccccc32)C2CCCCC2)nc2ccccc21 (stereo not given) the results were Mtb RmlCD inh -6 and GlmU inhibition 0.5%.
`CCOC(=O)NC(NCc1cccc(C(F)(F)F)c1)(C(F)(F)F)C(F)(F)F` gave GlmU inhibition -4.8%.
For COC(=O)/C(=C\Nc1ccccc1N)c1ncc(C(F)(F)F)cc1Cl the results were Mtb RmlCD inh -7 and GlmU inhibition -1.1%.
Cc1nc(CSc2ccccc2)cc(=O)[nH]1 was read as Mtb RmlCD inh -7 and GlmU inhibition 3.4%.
For Nc1ccccc1C#Cc1ccc2[nH]ccc2c1 the results were GlmU inhibition -1.4%.
Screening Cc1ccc2[nH]c(=O)c(CN(CC3CCCO3)C(=S)NCc3ccco3)cc2c1 (stereo not given) returned GlmU inhibition 2.8%.
Screening CCOc1cccc2sc(N(CCN(CC)CC)C(=O)c3ccc(S(=O)(=O)N4CCCCC4)cc3)nc12 returned Mtb RmlCD inh -8 and GlmU inhibition 0.1%.

Compounds above that have a furan ring, fused or not, in the order listed:
For COC(=O)CSc1nnc(-c2ccco2)o1 the results were Mtb RmlCD inh inconclusive and GlmU inhibition -4.1%.
Screening CC1=C(C(=O)Nc2ccc(C)cc2C)C(c2ccc(C)o2)NC(=O)N1 (stereo not given) returned Mtb RmlCD inh -8 and GlmU inhibition 0.7%.
`COC(=O)c1cc2occc2n1CC(=O)Nc1ccc(OC)c(OC)c1` gave Mtb RmlCD inh 11 and GlmU inhibition 0.6%.
O=C(OCCCCN1C(=O)c2ccccc2C1=O)c1ccc(Br)o1 was read as Mtb RmlCD inh -5 and GlmU inhibition 3.8%.
Screening Cc1ccc2[nH]c(=O)c(CN(CC3CCCO3)C(=S)NCc3ccco3)cc2c1 (stereo not given) returned GlmU inhibition 2.8%.

Screens as filed in PubChem.
